BoNT A protease: BoNT A light chain protease inhibition; inhibition, % at 10 µM; multiplex microsphere protease substrate cleavage, flow cytometry; hit rate 0.17% among 360,000; also: plate controls were buffer without enzyme for full effect and enzyme alone for no effect
DUSP3 inh: inhibitors of human VHR1 phosphatase (DUSP3); P51452; recombinant VHR phosphatase, pNPP absorbance; inhibition, % at 13.3 µM; hit rate 0.52% among 290,000; AID 1654; in the data active = inhibition above about 50%; also: some compounds called inactive have numbers as strong as hits
PrPC TRFRET: cell surface PrPC inhibition, primary TR-FRET screen. P04156. TR-FRET read-out. inhibition, % at 13.8 µM. hit rate 0.43% among 370,000. AID 720596; in the data active = inhibition above about 24%; also: 0% = median of the test wells and 100% = reference compound wells
CCHFV vOTU inh: blocks the CCHF virus ovarian tumor domain protease. hit rate 0.55% among 370,000. inhibition, % at 11.5 µM. CCHFV vOTU protease, Pep-AMC fluorescence; in the data active = inhibition above about 30%; also: 0% = vehicle wells with enzyme and 100% = no enzyme wells
MazF activator: activators of E. coli MazEF toxin-antitoxin RNase; P0AE70; FAM/BHQ RNA-DNA oligo cleavage fluorescence, 5 h; activation, % at 20 µM; hit rate 0.32% among 350,000; in the data active = activation above about 50%
Target sequence (P0AE70 whole entry, looked up): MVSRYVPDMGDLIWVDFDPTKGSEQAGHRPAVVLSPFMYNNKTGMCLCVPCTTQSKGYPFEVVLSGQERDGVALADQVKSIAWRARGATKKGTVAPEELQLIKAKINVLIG
Anthrax LF inh2: anthrax lethal factor protease inhibition; inhibition, % at 10 µM; hit rate 0.12% among 360,000; multiplex microsphere protease cleavage assay, LF; P15917; also: plate controls were buffer without enzyme for full effect and enzyme alone for no effect
Target sequence (P15917 whole entry, looked up): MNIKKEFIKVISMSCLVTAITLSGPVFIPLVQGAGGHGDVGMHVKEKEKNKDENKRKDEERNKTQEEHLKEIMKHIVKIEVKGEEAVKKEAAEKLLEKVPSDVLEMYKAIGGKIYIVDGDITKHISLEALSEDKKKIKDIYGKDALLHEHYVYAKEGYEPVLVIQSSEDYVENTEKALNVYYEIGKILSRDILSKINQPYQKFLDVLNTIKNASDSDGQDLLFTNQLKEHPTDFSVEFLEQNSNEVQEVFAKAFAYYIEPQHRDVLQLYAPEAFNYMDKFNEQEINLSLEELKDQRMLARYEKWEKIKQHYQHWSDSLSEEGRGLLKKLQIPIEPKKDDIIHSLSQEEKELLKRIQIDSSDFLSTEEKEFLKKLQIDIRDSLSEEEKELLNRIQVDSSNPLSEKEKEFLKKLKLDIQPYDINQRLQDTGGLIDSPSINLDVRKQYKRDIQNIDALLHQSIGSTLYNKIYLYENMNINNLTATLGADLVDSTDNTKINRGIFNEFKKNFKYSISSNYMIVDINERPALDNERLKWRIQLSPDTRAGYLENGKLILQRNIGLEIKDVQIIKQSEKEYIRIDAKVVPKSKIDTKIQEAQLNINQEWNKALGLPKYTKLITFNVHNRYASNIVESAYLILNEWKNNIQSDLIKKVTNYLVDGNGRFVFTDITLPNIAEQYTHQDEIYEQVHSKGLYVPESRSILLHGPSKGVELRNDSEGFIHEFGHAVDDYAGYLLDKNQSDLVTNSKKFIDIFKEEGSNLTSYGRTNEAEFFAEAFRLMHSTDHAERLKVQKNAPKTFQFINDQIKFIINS
BoNT-F LC inh: blocks Botulinum neurotoxin F light chain protease. inhibition, % at 10 µM. hit rate 0.22% among 360,000. Multiplex microsphere protease cleavage assay, flow cytometry. AID 588497; in the data active = inhibition above about 35%, passing the limit was not always enough; inconclusive = no clear call, values can overlap the other calls; also: plate controls were buffer without enzyme for full effect and enzyme alone for no effect
3CLpro inhibitor: SARS-CoV 3CLpro protease inhibition; inhibition, % at 6 µM; P0C6X7; hit rate 0.14% among 290,000; recombinant SARS-CoV 3CLpro, quenched FRET peptide cleavage; in the data active = inhibition above about 12%
SSB-PriA inh: inhibitors of Klebsiella pneumoniae PriA binding to SSB C-terminal tail. AlphaScreen SSBct-PriA binding, biotinylated peptide. inhibition, % at 33 µM. hit rate 0.6% among 430,000. AID 1272365; in the data active = inhibition mostly above about 37%, no sharp cut-off; inactive = mostly below about 20%;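 also: plate controls were negative control peptide for no effect and reference peptide for full effect; strong numbers were not always called active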
Rv3671c inh: Rv3671c (M. tuberculosis) protease inhibition | hit rate 0.048% among 320,000 | inhibition, % at 5.96 µM | AID 2606 | P9WHR9; in the data active = inhibition above about 38%;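 also: extracellular domain of Rv3671c used as enzyme; 0% = enzyme with DMSO and 100% = no enzyme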
The depositor's hits bear a star; ? = inconclusive; . = not tested or not shown. Rule as the data show it, unless noted: active = inhibition above about 30%; inconclusive = no clear call, values can overlap the other calls; inactive = below that. A portion of the library (hit frequency here may not be typical).

SMILES | BoNT A protease | DUSP3 inh | PrPC TRFRET | CCHFV vOTU inh | MazF activator | Anthrax LF inh2 | BoNT-F LC inh | 3CLpro inhibitor | SSB-PriA inh | Rv3671c inh
Oc1ccc(-c2[nH]ncc2-c2ccc(Br)cc2)c(O)c1 | -2.1 | 40 | 2 | 4 | -17 | -8 | -24 | 2 | -26 | .
CCOc1ccc(S(=O)(=O)N2CCCCC2)cc1NS(=O)(=O)c1cccs1 | -6.5 | . | 0 | 5 | 4 | -10 | -13 | . | -27 | -9
CCc1ccc(C(=O)c2cc3ccc(O)cc3oc2=O)cc1 | -2.3 | 14 | 7 | 6 | -6 | 26 | 18 | -3 | 6 | -8
CCCCC(=O)Nc1ccc(C(=O)N(CC)c2ccccc2C)cc1 | 0.9 | 28 | -11 | 1 | -5 | 4 | 8 | 1 | 7 | 1
Cc1ccc(C2C=C(c3ccccc3)Nc3nc(N4C(=O)CCC4=O)nn32)cc1 (configuration not stated) | -0.6 | 9 | -6 | -10 | 17 | -3 | -6 | 1 | -11 | .
CC(=O)c1c(C)[nH]c(C(=O)OCC(=O)c2ccc3c(c2)NC(=O)CO3)c1C | 0.1 | . | 1 | -2 | -25 | 2 | -1 | . | -3 | -9
Cc1ccc(C)c(OCC(=O)Nc2c(C)n(C)n(-c3ccccc3)c2=O)c1 | 0.3 | . | -3 | -1 | -3 | 0 | -3 | . | -22 | 5
Cc1onc(-c2ccccc2)c1C(=O)OCC(=O)N1CCC(C)CC1 | 0.5 | . | -4 | 6 | 6 | -7 | 1 | . | -2 | -8
CC(C)(C)c1ccc(C2SCC(=O)N2c2cccc(C(=O)O)c2)cc1 (configuration not stated) | -0.6 | 10 | -4 | 10 | -3 | 5 | -9 | 7 | -9 | 7
O=C(NC12CC3CC(CC(C3)C1)C2)N1CCC(n2nnc3ccccc32)CC1 | 2.0 | 21 | -1 | 3 | -1 | 0 | 9 | 1 | -9 | -4
COc1cc(C(=O)/C=C/c2cccnc2)ccc1O | 0.9 | 36 | 3 | 9 | -28 | -3 | -6 | -2 | -22 | 3
C=CCNC(=O)c1ccc(CNS(=O)(=O)c2ccc(NC(C)=O)cc2)cc1 | -0.9 | 18 | -7 | 14 | -1 | -18 | -1 | 2 | -18 | -2
CCOc1ccc(C(=O)Nc2cnn(Cc3ccc(Cl)c(Cl)c3)c2)cc1 | 0.9 | 27 | 27* | -5 | 17 | -1 | -1 | 5 | -5 | -24
CN(C)S(=O)(=O)c1cccc(C(=O)Nc2ccccc2[N+](=O)[O-])c1 | -0.8 | -5 | -4 | 7 | -11 | 1 | 3 | 1 | 18 | 0
COc1ccccc1OCc1nnc(SCC(=O)Nc2ccc(N3CCOCC3)cc2)n1C | -3.1 | 17 | -3 | 0 | 11 | -7 | 4 | -1 | 3 | -2
O=C(NN1C(=O)/C(=C/C=C/c2ccco2)SC1=S)c1ccncc1 | -11 | 6 | 4 | 12 | -28 | -11 | ? | -1 | -8 | 12
CC1CCCCC12NC(=O)N(CC(=O)NCc1cccs1)C2=O (configuration not stated) | -0.4 | . | -8 | -4 | -2 | -2 | -6 | . | . | .
COC(=O)CSc1nnc(NC(=O)/C=C\c2ccc3c(c2)OCO3)s1 | -0.6 | 6 | 0 | -1 | -12 | -2 | -5 | -4 | 7 | -16
C/C(=N\NC(=O)COc1ccccc1[N+](=O)[O-])c1cccc(NC(=O)c2ccncc2)c1 | -1.0 | 10 | -5 | 0 | 9 | -1 | 7 | 7 | . | -3
CC(C)n1nc(C(=O)OCC(=O)N2CC(=O)Nc3ccccc32)c2ccccc2c1=O | -0.4 | 36 | 2 | 11 | 4 | -4 | -7 | 2 | -5 | 6

7 records picked at random from those above, as already listed:
SMILES | BoNT A protease | DUSP3 inh | PrPC TRFRET | CCHFV vOTU inh | MazF activator | Anthrax LF inh2 | BoNT-F LC inh | 3CLpro inhibitor | SSB-PriA inh | Rv3671c inh
CC1CCCCC12NC(=O)N(CC(=O)NCc1cccs1)C2=O (configuration not stated) | -0.4 | . | -8 | -4 | -2 | -2 | -6 | . | . | .
Cc1ccc(C)c(OCC(=O)Nc2c(C)n(C)n(-c3ccccc3)c2=O)c1 | 0.3 | . | -3 | -1 | -3 | 0 | -3 | . | -22 | 5
CC(C)(C)c1ccc(C2SCC(=O)N2c2cccc(C(=O)O)c2)cc1 (configuration not stated) | -0.6 | 10 | -4 | 10 | -3 | 5 | -9 | 7 | -9 | 7
Cc1onc(-c2ccccc2)c1C(=O)OCC(=O)N1CCC(C)CC1 | 0.5 | . | -4 | 6 | 6 | -7 | 1 | . | -2 | -8
CC(=O)c1c(C)[nH]c(C(=O)OCC(=O)c2ccc3c(c2)NC(=O)CO3)c1C | 0.1 | . | 1 | -2 | -25 | 2 | -1 | . | -3 | -9
CC(C)n1nc(C(=O)OCC(=O)N2CC(=O)Nc3ccccc32)c2ccccc2c1=O | -0.4 | 36 | 2 | 11 | 4 | -4 | -7 | 2 | -5 | 6
COc1ccccc1OCc1nnc(SCC(=O)Nc2ccc(N3CCOCC3)cc2)n1C | -3.1 | 17 | -3 | 0 | 11 | -7 | 4 | -1 | 3 | -2

(next part)
SMILES | BoNT A protease | DUSP3 inh | PrPC TRFRET | CCHFV vOTU inh | MazF activator | Anthrax LF inh2 | BoNT-F LC inh | 3CLpro inhibitor | SSB-PriA inh | Rv3671c inh
CC(=O)C1[C@H](N(C)C)CC2C3CC=C4CC(O)CC[C@]4(C)C3CC[C@@]21C (some centres not stated) | -0.4 | 9 | -2 | -7 | 5 | -8 | -8 | 5 | 5 | -4
Cn1c(=O)c2c(nc(CN3CCN(c4ccccc4)CC3)n2Cc2ccccc2Cl)n(C)c1=O | ? | 8 | -5 | 3 | -29 | 0 | -2 | -3 | -12 | .
C=C(C)C1CC=C(C)/C(=N/NC(=O)c2ccc(NC(=O)CC)cc2)C1 (configuration not stated) | ? | -10 | -1 | -8 | 2 | 0 | -8 | -1 | . | 3
Cc1ccc(-n2nc3c(c2NC(=O)c2ccc4c(c2)OCO4)CSC3)cc1 | 0.3 | 8 | 4 | 2 | -11 | -2 | 7 | 2 | -9 | -8
O=C(COC(=O)C1CCN(c2ccc(C(F)(F)F)cn2)CC1)NC1CCCCC1 | 1.4 | . | 3 | 26 | 1 | -2 | -4 | . | -29 | 11
COC(=O)c1c(NC(=O)/C=C/C(=O)O)sc(C)c1-c1ccc(C(C)C)cc1 | 0.1 | 18 | 18 | 22 | -17 | 4 | -9 | 5 | 8 | -1
CCCN1CCc2c(sc(NC(=O)CCS(=O)(=O)c3ccccc3)c2C(N)=O)C1 | 0.8 | 6 | -2 | -5 | 11 | -5 | 5 | -1 | -23 | 1
COc1ccc(-c2cc3c(=O)n(CC(=O)N4CCCC4)ncn3n2)cc1 | -2.1 | 35 | -12 | 13 | 6 | 1 | -4 | 4 | 5 | 0
COC(=O)c1nc(-c2ccc3c(n2)C(=O)C(N)=C(OC)C3=O)c(N)c(-c2ccc(OC)c(OC)c2O)c1C | -1.1 | 0 | -1 | 37* | -3 | 9 | -16 | -2 | 28 | -52
COc1ccc(/C=c2\sc3nc(-c4ccccc4)c(-c4ccccc4)n3c2=O)cc1OC | 13 | 14 | -3 | 1 | -5 | 16 | 8 | -5 | . | -15
COc1cccc(NC(=O)COC(=O)CNS(=O)(=O)c2c(F)cccc2F)c1 | 1.9 | 4 | 0 | 6 | 2 | 2 | 4 | 4 | -9 | 8
COc1ccc(CN(C)S(=O)(=O)c2nnc(NC(=O)c3ccccc3OC)s2)cc1OC | 3.5 | -13 | 1 | 2 | 1 | 1 | 10 | -1 | -2 | -5
CC1(C(=O)Nc2cccc(Oc3ccccc3)c2)CCN1Cc1cccc2c1OCO2 (configuration not stated) | -0.3 | . | 1 | 5 | . | -3 | -4 | . | . | .
CN1CCN(C(=O)Nc2ccccc2CC[N+](=O)[O-])CC1 | -0.1 | 18 | 2 | -10 | -1 | -3 | -7 | 3 | -7 | 1
CC(=O)c1ccc(N2CC(C)(C)C2=O)cc1 | 0.5 | 20 | 2 | -5 | -12 | -2 | 0 | 0 | -10 | 5
O=C(COC(=O)/C=C/c1cccc(F)c1)NC1CC1 | 1.2 | . | 7 | -3 | 5 | 1 | -1 | . | -11 | 8
COc1ccccc1Nc1nc(N)nc(CN2CCC(Cc3ccccc3)CC2)n1 | -2.7 | 2 | -9 | 9 | 9 | -9 | -26 | 3 | -13 | 5
COc1ccc(S(=O)(=O)CC(=O)c2cc(C)c(O)c(C)c2)cc1 | -2.5 | 12 | -8 | -7 | 1 | 4 | -2 | 3 | -20 | 4
Cc1ccc(Nc2nc(N)nc(CCl)n2)cc1 | 0.1 | 31 | -6 | -3 | 4 | -5 | 24 | 0 | -9 | 1
O=C(NC1CCCCC1)C1CCCN(S(=O)(=O)c2cccs2)C1 (configuration not stated) | -0.3 | -1 | 4 | 20 | 4 | -1 | -12 | 3 | -17 | 2
O=C(CCC(=O)Nc1ccc(F)cc1)N/N=C/c1ccccc1 | -0.6 | -5 | 3 | 24 | 7 | -9 | 1 | -3 | . | 1
Cc1[nH]c2ccccc2c1C(=O)C(C)OC(=O)c1ccccc1NCCO (configuration not stated) | -5.7 | . | 4 | -11 | -6 | -5 | -13 | . | -4 | -5
CC(C)n1c(O)c(N=Nc2ccc(Cl)nn2)c2ccccc21 | 3.3 | 2 | -8 | 0 | 44 | -1 | 2 | 1 | 2 | -2
Cc1ccc(S(=O)(=O)N2CCCCC2CCNC(=O)C(=O)NCc2ccccc2)cc1 (configuration not stated) | 5.9 | . | 5 | -1 | -1 | 5 | 2 | . | -15 | 12
Cc1ccc(N2NC3(CCN(C(N)=O)CC3)NC2=O)cc1 | . | 18 | 16 | -2 | 1 | . | . | 4 | 3 | 1
COc1ccc(CCn2c(C)cc3c(c2=O)C(c2ccncc2)C(C#N)=C(N)O3)cc1OC (configuration not stated) | -0.1 | 10 | 5 | 9 | 2 | -3 | 1 | 5 | -10 | .
Clc1ccc(Cn2nnc3ccccc32)cc1 | -1.7 | -16 | -1 | -7 | -9 | 8 | 17 | 3 | -52 | 0
CC(=O)c1sc(NC(=O)c2ccc(C)cc2)nc1C | 1.1 | 27 | 13 | 5 | 7 | 7 | ? | 3 | 2 | -4
COc1ccc(C(=O)c2cnc3ccccc3c2-c2ccccc2)cc1 | 0.2 | 6 | 4 | -2 | -4 | -26 | -13 | 2 | -8 | -7
CC(C)CCNC(=O)C(C)N(Cc1ccc(F)cc1)C(=O)c1ccc(CN2CCOCC2)o1 (configuration not stated) | -0.5 | 14 | 4 | -14 | 4 | -4 | -4 | 1 | -8 | 9
Cc1ccc(C(=O)NCc2nnc3c(C(F)(F)F)cc(Cl)cn23)o1 | 1.2 | -6 | -6 | -2 | -4 | -2 | -2 | -3 | 4 | 4
Cn1c(SCC(=O)c2c(N)n(C)c(=O)n(C)c2=O)nnc1-c1ccccc1 | 0.1 | 3 | 7 | -5 | 1 | 0 | 3 | -2 | -13 | -5

Single values from the results shown:
O=C(NC1CCCCC1)C1CCCN(S(=O)(=O)c2cccs2)C1 (configuration not stated) @ 3CLpro inhibitor = 3
Oc1ccc(-c2[nH]ncc2-c2ccc(Br)cc2)c(O)c1 @ BoNT A protease = -2.1
